FUS yeast rescue: suppressors of FUS proteinopathy in yeast. S. cerevisiae FUS-expressing, growth rescue, OD600, 24 h. Potency, µM (series often up to 76.6 µM), inactives show top-dose growth rescue (activation), usual class: activators. hit rate 0.24% among 390,000;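 also: potency is read from the fitted curve at half-maximal effect; plate controls were DMSO vehicle for no effect and reference control for full effect; nearly all actives have a fitted effect of over 55% in size; some results filed as inactive show a strong effect at the top dose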
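Steps: raffinose overnight preculture; dilution to OD 0.005 in 2% galactose minimal medium; compound addition (concentration series); 24hr at 30C, 99% humidity; absorbance read at 600 nm.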
TDP-43 yeast inh: inhibitors of TDP-43 toxicity in yeast; TDP-43 expressing yeast growth rescue, BacTiter-Glo, 24 h; Potency, µM (series often up to 46.1 µM), without a hit: at the top dose growth rescue (activation), actives largely listed as activators; hit rate 1.8% among 410,000; AID 652104; also: potency is read from the fitted curve at half-maximal effect; % of control where 0% means no effect; nearly all actives have a fitted effect of over 50% in size
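Luminescence from BacTiter-Glo reports growth of TDP-43-expressing yeast after 24 hr at 30 deg C with compound. Cells were raffinose-pregrown to mid-log, then seeded in galactose medium at OD600=0.02.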
D3 ag: activates the human D3 dopamine receptor. AID 652048. hit rate 0.58% among 410,000. P35462. max activation, %. D3R DiscoveRx beta-arrestin cells, luminescence, 90 min; in the data active = max activation above about 30%; also: 0% is about no effect; mostly tested at two doses, the higher about 12 µM
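Agonist mode: compounds and dopamine controls were applied to plated cells for 90 min at 37 degrees C after an overnight attachment at 1500 cells/well. Luminescent read-out followed 30 - 60 minutes at room temperature with DiscoveRx detection reagent.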
Abeta rescue: restores growth of yeast expressing A-beta42 peptide; yeast expressing A-beta42, growth rescue, OD600, 48 h; response scale: 0% DMSO, 100% iron-clioquinol control; Potency, µM (series often up to 46.1 µM), for inactives: top-dose growth rescue, most hits filed as activators; hit rate 0.063% among 410,000; also: potency is read from the fitted curve at half-maximal effect; nearly all actives have a fitted effect of over 55% in size
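Yeast A-beta toxicity model in growth medium with pinned compounds, 48 h at 30 C; growth read as absorbance at 600 nm. Normalized to FeCl3/clioquinol equimolar mix (positive) and DMSO (negative).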
aSyn rescue: alpha-synuclein toxicity inhibition in yeast; Yeast expressing alpha-synuclein, growth rescue, BacTiter-Glo, 24 h; Potency, µM (highest dose often 46.1 µM), for inactives: at the highest dose growth rescue (activation), usual class: activators; hit rate 0.14% among 370,000; AID 652106; also: potency is read from the fitted curve at half-maximal effect; % of control where 0% means no effect; nearly all actives have a fitted effect of over 65% in size
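Screening used galactose-induced yeast with toxic alpha-synuclein levels, exposed to compound for 24 hr at 30 deg C. Cell growth, read with BacTiter-Glo luminescence, gave the measured signal.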
EPAC2 ag: agonists of human EPAC2 (RAPGEF4) | Q8WZA2 | EPAC2 activation, biochemical qHTS; response scale: 100% = 6.5 mM cAMP response | Potency, µM (series often up to 154 µM), inactives show top-dose activation, actives largely listed as activators | hit rate 0.079% among 360,000 | AID 720711; also: potency is read from the fitted curve at half-maximal effect; nearly all actives have a fitted effect of over 50% in size
Target sequence (Q8WZA2 whole entry, looked up): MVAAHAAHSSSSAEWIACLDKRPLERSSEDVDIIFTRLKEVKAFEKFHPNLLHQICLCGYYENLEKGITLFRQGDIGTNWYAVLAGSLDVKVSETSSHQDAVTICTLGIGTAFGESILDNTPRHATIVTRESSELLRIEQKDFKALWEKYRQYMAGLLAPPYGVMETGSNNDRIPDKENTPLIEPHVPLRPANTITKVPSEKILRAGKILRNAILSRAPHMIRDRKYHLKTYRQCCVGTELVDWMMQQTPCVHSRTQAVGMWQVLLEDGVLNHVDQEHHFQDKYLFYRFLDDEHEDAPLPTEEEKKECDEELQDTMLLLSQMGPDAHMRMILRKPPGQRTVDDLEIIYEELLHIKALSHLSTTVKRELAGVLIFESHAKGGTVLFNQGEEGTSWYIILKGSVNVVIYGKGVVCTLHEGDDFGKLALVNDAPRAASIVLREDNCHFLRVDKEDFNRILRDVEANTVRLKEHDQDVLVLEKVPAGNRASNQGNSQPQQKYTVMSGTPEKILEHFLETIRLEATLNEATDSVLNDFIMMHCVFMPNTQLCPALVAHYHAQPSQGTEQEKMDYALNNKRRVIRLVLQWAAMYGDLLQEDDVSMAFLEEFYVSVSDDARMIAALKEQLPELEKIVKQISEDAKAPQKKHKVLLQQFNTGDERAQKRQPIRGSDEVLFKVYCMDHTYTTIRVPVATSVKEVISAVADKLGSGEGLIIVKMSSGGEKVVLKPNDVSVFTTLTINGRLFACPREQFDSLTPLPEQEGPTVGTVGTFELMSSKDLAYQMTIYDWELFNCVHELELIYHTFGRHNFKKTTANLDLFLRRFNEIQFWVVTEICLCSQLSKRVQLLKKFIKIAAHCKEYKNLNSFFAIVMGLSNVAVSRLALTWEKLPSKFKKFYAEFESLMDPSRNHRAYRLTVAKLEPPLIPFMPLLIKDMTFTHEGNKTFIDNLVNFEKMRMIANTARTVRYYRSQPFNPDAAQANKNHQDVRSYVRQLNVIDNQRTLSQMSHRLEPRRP
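Guanine nucleotide exchange by EPAC2 is measured as reduced fluorescence of BODIPY-GDP once it is released from 250 nM Rap1B. Plates are read kinetically for 30 min at room temperature; results are scaled to 6.5 mM cAMP.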
D3 antag: blocks the human D3 dopamine receptor; P35462; D3R cells, DiscoveRx beta-arrestin luminescence, antagonist mode; active compounds read low; max response, negative = inhibition, %; hit rate 2.5% among 360,000; in the data active = max response below about -50%; inconclusive = no clear call, values can overlap the other calls; also: % is scaled to controls: 0 for no effect and ±100 for the full control effect; mostly tested at two doses, the higher about 12 µM
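Cells expressing the human receptor were seeded at 1500 cells/well, incubated overnight at 37 degrees C in 5% CO2, then exposed to library compounds with dopamine controls for 90 minutes at 37 degrees C before luminescent detection.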
EPAC2 antag: antagonists of human EPAC2; Q8WZA2; EPAC2 GEF exchange of Rap1B-BODIPY-GDP, fluorescence; Potency, µM (highest dose often 114 µM), for inactives: top-dose activity, negative = inhibition, most hits filed as inhibitors; hit rate 0.18% among 360,000; also: potency is read from the fitted curve at half-maximal effect; % is scaled to controls: 0 for no effect and ±100 for the full control effect; nearly all actives have a fitted effect of over 45% in size; many of its hits are not listed in these tables
An asterisk follows results filed as active; & = joins results of further samples; [ ] = remark or other dose. Unless noted, calls follow the shape of the dose curve; as a rule, active = well fitted curve in the direction sought with a large enough effect; inconclusive = small, poorly fitted or top-dose-only effect, or another doubt; inactive = no such curve, though single readings can be large; an effect the other way counts as inactive or inconclusive. This is a subset, so the mix of outcomes need not match the whole.

S=c1[nH]nc(-c2cccc3ccccc23)n1-c1cccnc1 was read as FUS yeast rescue 15%, TDP-43 yeast inh -7%, D3 ag -6, Abeta rescue -18%, aSyn rescue -3%, EPAC2 ag 17%, D3 antag inconclusive and EPAC2 antag 4%.
Screening CCOC(=O)c1cnc(SCC(=O)Nc2ccc3c(c2)OCCO3)nc1N returned FUS yeast rescue 20%, TDP-43 yeast inh -2%, D3 ag 6, Abeta rescue 14%, aSyn rescue 14%, EPAC2 ag 7%, D3 antag 50 and EPAC2 antag -5%.
For Cc1ccccc1OCC(O)Cn1c(N2CCN(c3ccccc3)CC2)nc2c1c(=O)[nH]c(=O)n2C (stereo not given) the results were TDP-43 yeast inh 21%, D3 ag 4, Abeta rescue 4%, aSyn rescue 0%, EPAC2 ag -5%, D3 antag 0 and EPAC2 antag -6%.
Screening CC(OC(=O)C1CC=CCC1C(N)=O)C(Cl)=C(Cl)Cl (stereo not given) returned FUS yeast rescue -3%, TDP-43 yeast inh 0%, D3 ag 0, Abeta rescue 7%, aSyn rescue 16%, EPAC2 ag 4%, D3 antag 18 and EPAC2 antag -2%.
`CN(C)C(=O)c1ccc(S(=O)(=O)NCc2ccc(Cl)cc2)s1` gave FUS yeast rescue 2%, TDP-43 yeast inh 3%, D3 ag -15 and Abeta rescue -23%.
For c1ccc2c(Cn3ccnc3)c[nH]c2c1 the results were FUS yeast rescue 1%, TDP-43 yeast inh -11%, D3 ag 17, Abeta rescue -11%, aSyn rescue -4%, EPAC2 ag 2%, D3 antag -10 and EPAC2 antag 3%.
Screening COc1cccc(N2CCN(C(=O)c3cnn(C(C)(C)C)c3C3CCN(C(=O)OC(C)(C)C)CC3)CC2)c1 returned FUS yeast rescue 9%, TDP-43 yeast inh 4%, D3 ag 8 and Abeta rescue 14%.
`Cc1ccnc(NC(=O)CCC(=O)N(CC(=O)NC(C)(C)C)c2ccc(F)c(Cl)c2)c1` gave FUS yeast rescue 17%, TDP-43 yeast inh -9%, D3 ag 14, Abeta rescue -2%, aSyn rescue 0%, EPAC2 ag 7%, D3 antag -8 and EPAC2 antag 2%.
Cc1cc(C)cc(OCC(=O)OCC(=O)Nc2cc(C)nn2-c2ccccc2)c1 was read as TDP-43 yeast inh 16%, D3 ag 5, Abeta rescue 3%, aSyn rescue 1%, EPAC2 ag -4%, D3 antag -9 and EPAC2 antag -12%.
For COc1ccc(S(=O)(=O)c2ccc(O)cc2)cc1 the results were FUS yeast rescue -14%, TDP-43 yeast inh 8%, D3 ag 0, Abeta rescue 12%, aSyn rescue 4%, EPAC2 ag 4%, D3 antag 3 and EPAC2 antag 8%.
For CC#CC[N+](C)(CC#CC)CC(=O)c1ccccc1 the results were FUS yeast rescue -26%, TDP-43 yeast inh 6%, D3 ag -1, Abeta rescue 3%, aSyn rescue -1%, EPAC2 ag 7%, D3 antag 10 and EPAC2 antag 21%.
For Cn1c(=O)c2c(nc(CN3CCN(C(=O)c4ccco4)CC3)n2Cc2ccccc2F)n(C)c1=O the results were FUS yeast rescue -3%, TDP-43 yeast inh 3%, D3 ag -4, Abeta rescue -4%, aSyn rescue -1%, EPAC2 ag 10%, D3 antag -9 and EPAC2 antag 3%.
`O=C(NCc1ccccc1)c1onc(CSc2ccc(Cl)cc2)c1C(=O)NCC1CC1` gave FUS yeast rescue 19%, TDP-43 yeast inh -2%, D3 ag -12, Abeta rescue 0%, aSyn rescue 9%, EPAC2 ag 2%, D3 antag 9 and EPAC2 antag -3%.
For CC1CCCC(NC(=O)c2cc(S(=O)(=O)N3CCOCC3)ccc2F)C1C (stereo not given) the results were FUS yeast rescue 13%, TDP-43 yeast inh -5%, D3 ag -4, Abeta rescue -14%, aSyn rescue 0%, EPAC2 ag -2%, D3 antag 10 and EPAC2 antag 1%.
Cc1c(C#N)c2ncn(CCCN(C)C)c(=O)c2n1-c1ccccc1 was read as FUS yeast rescue -8%, TDP-43 yeast inh 6%, D3 ag -4, Abeta rescue 12%, aSyn rescue 0%, EPAC2 ag 7%, D3 antag -2 and EPAC2 antag 2%.
For Cc1ccc(NN=C2c3ccccc3-c3ccccc32)cc1 the results were FUS yeast rescue 35%, TDP-43 yeast inh -1%, D3 ag 2, Abeta rescue 21%, aSyn rescue -6%, EPAC2 ag 2%, D3 antag 5 and EPAC2 antag 0%.
Screening COc1cccc(CN2CC(C(=O)NCCSc3nnnn3C)CCC2=O)c1 (stereo not given) returned TDP-43 yeast inh 2%, D3 ag -16, Abeta rescue 0%, aSyn rescue -2%, EPAC2 ag 7%, D3 antag -5 and EPAC2 antag 10%.
Screening O=C(CSc1nc(-c2cccs2)cc(C(F)(F)F)n1)NCCCN1CCOCC1 returned FUS yeast rescue 5%, TDP-43 yeast inh 0%, D3 ag -6, Abeta rescue -8%, aSyn rescue 0%, EPAC2 ag 8%, D3 antag -2 and EPAC2 antag 7%.
COc1ccc(NC(=O)C(c2ccccc2)N(C)C(=O)/C=C\c2ccc3c(c2)OCO3)cc1 (stereo not given) was read as FUS yeast rescue inconclusive, TDP-43 yeast inh 4%, D3 ag -19 and Abeta rescue 4%.
For COc1ccc(S(=O)(=O)NCC2CCCN(C(=O)CC3CCCC3)C2)cc1 (stereo not given) the results were FUS yeast rescue 25%, TDP-43 yeast inh -33%, D3 ag -3, Abeta rescue -26%, aSyn rescue -14%, EPAC2 ag 8%, D3 antag -11 and EPAC2 antag 14%.

As a working copy, part of the list above:
For CC#CC[N+](C)(CC#CC)CC(=O)c1ccccc1 the results were FUS yeast rescue -26%, TDP-43 yeast inh 6%, D3 ag -1, Abeta rescue 3%, aSyn rescue -1%, EPAC2 ag 7%, D3 antag 10 and EPAC2 antag 21%.
For Cn1c(=O)c2c(nc(CN3CCN(C(=O)c4ccco4)CC3)n2Cc2ccccc2F)n(C)c1=O the results were FUS yeast rescue -3%, TDP-43 yeast inh 3%, D3 ag -4, Abeta rescue -4%, aSyn rescue -1%, EPAC2 ag 10%, D3 antag -9 and EPAC2 antag 3%.
`O=C(NCc1ccccc1)c1onc(CSc2ccc(Cl)cc2)c1C(=O)NCC1CC1` gave FUS yeast rescue 19%, TDP-43 yeast inh -2%, D3 ag -12, Abeta rescue 0%, aSyn rescue 9%, EPAC2 ag 2%, D3 antag 9 and EPAC2 antag -3%.
For CC1CCCC(NC(=O)c2cc(S(=O)(=O)N3CCOCC3)ccc2F)C1C (stereo not given) the results were FUS yeast rescue 13%, TDP-43 yeast inh -5%, D3 ag -4, Abeta rescue -14%, aSyn rescue 0%, EPAC2 ag -2%, D3 antag 10 and EPAC2 antag 1%.
Cc1c(C#N)c2ncn(CCCN(C)C)c(=O)c2n1-c1ccccc1 was read as FUS yeast rescue -8%, TDP-43 yeast inh 6%, D3 ag -4, Abeta rescue 12%, aSyn rescue 0%, EPAC2 ag 7%, D3 antag -2 and EPAC2 antag 2%.

(further entries)
For CN(C)C(CNC(=O)CCCN1C(=O)c2cccc3cccc(c23)C1=O)c1ccccc1 (stereo not given) the results were FUS yeast rescue 21%, TDP-43 yeast inh -19%, D3 ag -14, Abeta rescue -5%, aSyn rescue 7%, EPAC2 ag 7%, D3 antag 1 and EPAC2 antag -1%.
COc1ccc(C(CC(=O)Nc2ncccc2C)N2Cc3ccccc3C2=O)cc1OC (stereo not given) was read as FUS yeast rescue 21%&-7%, TDP-43 yeast inh -8%&7%, D3 ag 20&1, Abeta rescue 17%&6%, aSyn rescue 1%&-8%, EPAC2 ag 5%, D3 antag -8 and EPAC2 antag -4%.
COc1ccc(C(=O)NNC(=O)Cc2ccc([N+](=O)[O-])cc2)cc1 was read as FUS yeast rescue -24%, TDP-43 yeast inh inconclusive, D3 ag -2, Abeta rescue 21%, aSyn rescue 3%, EPAC2 ag -6%, D3 antag 10 and EPAC2 antag 2%.
For COc1cccc(C(=O)NNC2=CC(=O)CC(C)(C)C2)c1 the results were FUS yeast rescue 16%, TDP-43 yeast inh -22%, D3 ag -14, Abeta rescue 5%, aSyn rescue 7%, EPAC2 ag 6%, D3 antag -5 and EPAC2 antag 5%.
`CC1CCCN(C(=O)COC(=O)c2ccc[nH]c2=O)C1` (stereo not given) gave FUS yeast rescue -4%, TDP-43 yeast inh -15%, D3 ag -16, Abeta rescue -3%, aSyn rescue 0%, EPAC2 ag 9%, D3 antag inconclusive and EPAC2 antag 11%.
`CC(=O)Nc1cccc(NC(=O)Nc2ccc(C)c(Cl)c2)c1` gave FUS yeast rescue -1%, TDP-43 yeast inh 12%, D3 ag -7, Abeta rescue 1%, aSyn rescue 0%, EPAC2 ag -1%, D3 antag 13 and EPAC2 antag -5%.
Screening COc1ccccc1Cn1c(CCCO)nc2ccccc21 returned FUS yeast rescue 28%, TDP-43 yeast inh -16%, D3 ag 0, Abeta rescue -11%, aSyn rescue -12%, EPAC2 ag 24%, D3 antag -8 and EPAC2 antag 16%.
`Cc1cc(CC(C)C)n(-c2nc3ccccc3c(=O)n2OCC(N)=O)n1` gave FUS yeast rescue 1%, TDP-43 yeast inh -27%, D3 ag -4, Abeta rescue -2%, aSyn rescue 19%, EPAC2 ag 7%, D3 antag -19 and EPAC2 antag 5%.
Screening Cc1ccc(C(=O)N/C(=C\c2ccc(-c3ccccc3[N+](=O)[O-])o2)C(=O)NCCCN(C)C)cc1 returned FUS yeast rescue 21%, TDP-43 yeast inh -18%, D3 ag -10, Abeta rescue -14%, aSyn rescue -1%, EPAC2 ag 15%, D3 antag 33 and EPAC2 antag 1%.
O=C(Cn1cnc2ccccc21)N/N=C/c1cccc([N+](=O)[O-])c1 was read as FUS yeast rescue -4%, TDP-43 yeast inh -6%[9.22 µM], D3 ag -4, Abeta rescue -1%, aSyn rescue 2%, EPAC2 ag -3%, D3 antag 0 and EPAC2 antag 16%.
O=C1c2ccccc2C(=O)N1CCSC(=S)N1CCOCC1 was read as FUS yeast rescue 9%, TDP-43 yeast inh -16%, D3 ag 2, Abeta rescue 15%, aSyn rescue 3%, EPAC2 ag 6%, D3 antag -12 and EPAC2 antag -2%.
Screening O=S1(=O)[C@H]2C[C@@H]3C=C[C@@]2(CN1Cc1cccc(C(F)(F)F)c1)O3 returned FUS yeast rescue -16%, TDP-43 yeast inh 14%, D3 ag -2, Abeta rescue 4%, aSyn rescue 6%, EPAC2 ag -3%, D3 antag -24 and EPAC2 antag 1%.

Source: PubChem BioAssay
